hcDAF-12 act: activates DAF-12 receptor from parasite H. contortus | actives 1.4% (n = 370,000) | HEK293 hcDAF-12 lit1-tk-luc reporter, luminescence; 0% DMSO, 100% Δ7-dafachronic acid | activation, % at 6.8 µM;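 active = activation above the mean of all tested compounds plus 3 SD, cut at about 5.5% in these data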;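 note: 100% = response to 3 µM Δ7-dafachronic acid high control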
MBD2 DNA inh: MBD2-methylated oligo binding inhibition | TR-FRET, MBD2 binding to methylated oligonucleotide | AID 686964 | Q9UBB5 | actives 0.31% (n = 370,000) | inhibition, % at 4.4 µM; in the data active = inhibition above about 13%
Target sequence (Q9UBB5 whole entry, looked up): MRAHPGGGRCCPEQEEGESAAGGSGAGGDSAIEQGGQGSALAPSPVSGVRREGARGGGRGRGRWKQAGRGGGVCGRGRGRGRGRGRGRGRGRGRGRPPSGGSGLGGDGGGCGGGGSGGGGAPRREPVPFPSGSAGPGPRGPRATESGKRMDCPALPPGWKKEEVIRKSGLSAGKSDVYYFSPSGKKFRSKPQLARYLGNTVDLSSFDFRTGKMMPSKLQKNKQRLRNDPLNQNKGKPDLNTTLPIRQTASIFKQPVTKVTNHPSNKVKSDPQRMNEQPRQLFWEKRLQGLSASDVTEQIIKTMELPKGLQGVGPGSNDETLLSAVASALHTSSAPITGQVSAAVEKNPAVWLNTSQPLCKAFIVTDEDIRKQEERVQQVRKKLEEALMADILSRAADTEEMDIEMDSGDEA
ADAM17 inh: ADAM17 inhibition, QFRET primary screen; recombinant ADAM17, EDANS/DABCYL FRET peptide cleavage; actives 0.83% (n = 370,000); inhibition, % at 6.95 µM; AID 720648;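 active = inhibition above the mean of compounds lying between control limits plus 3 SD, set per campaign, cut at about 8.5% in these data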;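 note: 0% = DMSO-only wells as the low control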
PLCb3 inh: PLC-beta3 (human) inhibition, primary screen | Purified PLC-beta3, fluorogenic substrate, fluorescence | inhibition, % at 12.2 µM | actives 0.18% (n = 370,000); in the data active = inhibition above about 11%;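 note: 0% = median of compound wells on plate and 100% = full blocker control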
ssDAF-12 act: activators of S. stercoralis DAF-12 nuclear receptor | activation, % at 6.8 µM | HEK293 ssDAF-12/GRIP1 lit1-tk-luc reporter, luminescence; % of 3 µM dafachronic acid response | actives 1% (n = 370,000);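 active = activation above the mean over all tested compounds plus 3 SD, cut at about 0.9% in these data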;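 note: 0% = DMSO-only wells and 100% = 3 µM delta7-dafachronic acid wells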
hgDAF-12 ag: activates the H. glycines DAF-12 receptor ligand-binding domain. HEK293 GAL4-hgDAF12 UAS-luciferase reporter, agonist luminescence; normalized to butyrate control. activation, % at 6.8 µM. actives 1.8% (n = 370,000). AID 687014;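 active = activation above a cutoff set at the mean of all screened compounds plus 3 SD, cut at about 10% in these data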;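 note: 0% = DMSO wells and 100% = sodium butyrate wells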
PLC-gamma1 inh: inhibitors of human phospholipase C gamma1 | P19174 | purified PLC-gamma1, fluorogenic substrate, fluorescence | inhibition, % at 12.2 µM | actives 0.84% (n = 370,000); in the data active = inhibition above about 9.5%
Rev-erbA mod: modulators of human Rev-erb alpha DNA binding | actives 0.79% (n = 370,000) | activity, % at 10 µM | P20393 | Rev-erbα–FITC-DNA binding, fluorescence polarization, 90 min | AID 1259318;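 active = activity above about 14%, limit read from the data; passing the limit was not always enough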;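 note: 0% = DMSO wells with 35 nM protein and 100% = DMSO wells with 750 nM protein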
Target sequence (P20393 whole entry, looked up): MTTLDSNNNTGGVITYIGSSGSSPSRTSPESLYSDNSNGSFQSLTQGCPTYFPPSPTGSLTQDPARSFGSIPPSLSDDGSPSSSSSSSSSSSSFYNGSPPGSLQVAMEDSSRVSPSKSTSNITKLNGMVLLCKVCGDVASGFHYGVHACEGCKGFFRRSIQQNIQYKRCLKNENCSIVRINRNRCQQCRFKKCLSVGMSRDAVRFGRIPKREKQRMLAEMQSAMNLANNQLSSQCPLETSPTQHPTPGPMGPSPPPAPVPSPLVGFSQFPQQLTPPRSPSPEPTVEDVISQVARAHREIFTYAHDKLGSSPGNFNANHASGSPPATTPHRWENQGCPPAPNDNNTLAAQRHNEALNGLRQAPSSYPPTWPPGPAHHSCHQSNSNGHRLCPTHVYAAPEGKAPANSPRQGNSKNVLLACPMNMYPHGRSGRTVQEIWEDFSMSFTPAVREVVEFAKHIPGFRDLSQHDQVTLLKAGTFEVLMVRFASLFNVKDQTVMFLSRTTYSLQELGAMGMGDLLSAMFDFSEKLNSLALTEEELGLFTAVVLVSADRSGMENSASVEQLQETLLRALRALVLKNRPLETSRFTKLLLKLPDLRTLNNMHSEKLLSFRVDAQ
DAX1 inh-1: inhibitors of DAX1 repression of SF-1 activated StAR promoter | HEK293T StAR-luciferase reporter, SF-1/DAX-1 repression relief | inhibition, % at 6.8 µM | actives 1.1% (n = 370,000) | AID 652010;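 active = inhibition above the mean over all tested compounds plus 3 SD, cut at about 3.6% in these data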;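 note: 0% = DAX-1 cells with DMSO and 100% = cells lacking DAX-1 with DMSO; higher inhibition means more luminescence from relief of DAX-1 repression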
DAX1 inh-2: inhibits human nuclear receptor DAX1 | HEK293 Gal4-DAX1 luciferase reporter, luminescence | inhibition, % at 6.75 µM | actives 0.99% (n = 340,000) | AID 504766;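 active = inhibition above the mean over all tested compounds plus 3 SD, cut at about 4.2% in these data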;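 note: 0% = DAX1-transfected cells with DMSO and 100% = empty-vector control cells with DMSO; inhibition shows as a rise in luminescence from relieved DAX1 repression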
SMARCA2 activ: SMARCA2 function activation, primary screen. MG213 cells, MMTV-luciferase reporter, dexamethasone, overnight. AID 652017. activation, % at 9.1 µM. actives 1% (n = 370,000); in the data active = activation above about 7.8%;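 note: 0% = vehicle wells and 100% = reference activator wells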
Starred values were filed as active, the others as inactive; x = not tested or not shown. Compounds as they come; about 7.4% have a hit in one of these screens.

SMILES | hcDAF-12 act | MBD2 DNA inh | ADAM17 inh | PLCb3 inh | ssDAF-12 act | hgDAF-12 ag | PLC-gamma1 inh | Rev-erbA mod | DAX1 inh-1 | DAX1 inh-2 | SMARCA2 activ
Cc1cc2cc(CCNC(=O)CC(C)(C)C)c(=O)[nH]c2cc1C | 0.2 | 0.1 | -15.9 | -1.5 | -1.7 | -0.6 | -2.9 | -2.3 | -0.7 | -0.8 | -0.1
Cc1cc(C)c(-c2cc(C)nc3ncnn23)c(C)c1 | -0.6 | 1.2 | -2.1 | 0.7 | -1.6 | 2.4 | 0.8 | -5.4 | 0.1 | 0.0 | 2.2
O=C1c2cccc3cccc(c23)C(=O)N1c1ccccn1 | -1.1 | -4.5 | -136.6 | -30.4 | -0.3 | -2.9 | -17.1 | -1.4 | -0.3 | 1.3 | -1.2
CCOC(=O)C1=C(C)N=c2s/c(=C/c3ccc(OCC(=O)O)cc3)c(=O)n2C1c1ccc(OC)cc1OC (stereo not drawn) | 0.3 | 3.0 | 2.3 | -10.9 | 1.8* | 0.8 | -3.7 | 8.4 | 0.7 | -0.9 | 1.7
CCOC(=O)N/N=C\c1ccc(OC/C=C/c2ccccc2)c(OC)c1 | -2.0 | -3.4 | -2.6 | -16.6 | -1.2 | 0.0 | -4.5 | 7.1 | -0.5 | 0.4 | -1.0
Cc1cnc(NC(=O)CSc2nnc(N)s2)s1 | -0.3 | -1.6 | 0.8 | 1.2 | -0.7 | 1.5 | -3.7 | -4.2 | -0.6 | -0.7 | -0.7
Cc1ccc(-c2nn(-c3ccccc3)cc2CN(C)C(=O)CCC(=O)O)cc1C | 0.1 | 2.0 | 0.3 | 3.7 | -1.5 | -0.7 | 3.2 | -4.0 | 0.5 | -0.6 | 1.1
O=C(NCCCn1ccnc1)C1CC2CCC1C2 (stereo not drawn) | 0.1 | -3.0 | -1.1 | 1.0 | -0.6 | 1.7 | -0.9 | -1.2 | 0.3 | 0.3 | -1.2
O=c1[nH]nc(Cc2ccc(-c3cccc(Cl)c3)o2)c2ccccc12 | 0.5 | -3.4 | -1.8 | -2.3 | -0.6 | -0.8 | -1.3 | 5.4 | -0.4 | -0.2 | -2.5
COCCNC(=O)CN(C(=O)CCC(=O)Nc1ccccn1)c1cc(C)ccc1C | -1.3 | 4.1 | 3.8 | 9.5 | -0.5 | -0.7 | 12.6* | -3.1 | 0.1 | 1.2 | -2.9
Cc1ccc(C(=O)Nc2ccccn2)cc1S(=O)(=O)N1CCOCC1 | 0.2 | 2.0 | -2.6 | -0.6 | -1.1 | 0.4 | -2.0 | -1.2 | 0.4 | -0.5 | -0.6
COc1ccc(-c2c(-c3ccccc3OC)sc3ccccc23)cc1OC | -1.1 | -0.6 | 1.5 | -13.5 | -1.1 | 0.1 | -8.2 | -0.5 | -0.2 | 1.0 | 0.7
CCOC(=O)C1=C(COC(=O)c2ccc(Cl)cc2[N+](=O)[O-])NC(=O)NC1C (stereo not drawn) | -1.0 | 5.3 | -1.3 | -3.4 | -1.0 | -0.8 | 3.0 | 0.1 | 1.2 | 0.5 | 2.7
CC1CCN(CCc2nc3cc(NC(=O)Nc4ccccc4)ccc3n2C)CC1 | -0.3 | 2.5 | -27.7 | -0.2 | -1.7 | -0.1 | -0.5 | -0.8 | 1.3 | 0.8 | 3.4
O=C(O)CSc1nnc(CSc2nc3ccccc3s2)n1-c1ccccc1 | -0.2 | 2.5 | -2.6 | -1.4 | -0.5 | 1.6 | -0.6 | -4.5 | 0.2 | 1.1 | 1.9
COc1ccc2nc(SCC(=O)N(C)CC(=O)Nc3ccc(F)cc3)[nH]c2c1 | -0.2 | 1.1 | -0.8 | 0.7 | -0.6 | 2.1 | 7.9 | -5.2 | 0.0 | 2.0 | -0.8
C/C(=N/Nc1nc(-c2ccccc2)c(CC(=O)O)s1)c1ccccc1 | -0.9 | -5.0 | -0.7 | -65.2 | -1.1 | 1.5 | -36.9 | -0.6 | 0.5 | 0.1 | 1.9
Cc1cccc2cc(CN(Cc3cccnc3)C(=O)c3ccncc3)c(=O)[nH]c12 | 0.1 | 1.2 | -4.3 | -2.0 | -0.5 | -0.7 | -3.8 | 1.9 | 0.3 | 0.8 | 0.5
N#CCSc1nc2ccccc2c(=O)n1C1CCCCC1 | -2.1 | -2.2 | 2.8 | -4.6 | -2.3 | -1.4 | -0.2 | 3.3 | -0.7 | -0.9 | 1.5
NC(=O)C1=C[C@@H](c2csc3ccccc23)C[C@@H](OCCCCO)O1 | 0.5 | 14.8* | -1.1 | -11.7 | -0.4 | -0.1 | -8.2 | 4.1 | 0.4 | 0.8 | 0.7
CCOc1ccccc1C1C(C#N)=C(N)Oc2cc(N)ccc21 (stereo not drawn) | -1.3 | -4.3 | -86.2 | -406.0 | -1.0 | 5.1 | -266.4 | -3.2 | 0.8 | -0.1 | -1.1
Cc1nn(C)cc1S(=O)(=O)Nc1ncccn1 | -1.4 | 0.2 | 4.0 | -0.6 | -0.8 | -1.6 | 5.0 | 3.9 | 0.7 | 0.3 | -1.2
CN(C)CCn1c(=N)n(CC(O)c2ccc(Cl)c(Cl)c2)c2ccccc21 (stereo not drawn) | 0.7 | -0.9 | -0.4 | 3.2 | -1.0 | -1.1 | -0.8 | -2.2 | 1.3 | 0.1 | 0.4
CC1(C)Cc2cccc(OCC(=O)N3CCN(S(=O)(=O)c4ccccc4F)CC3)c2O1 | -2.5 | -3.1 | 0.0 | 3.9 | -1.8 | -2.1 | 2.5 | -5.0 | -0.4 | 0.1 | -1.7
Cc1ccc2c(c1)-c1ncc(C(=O)c3cc(Br)ccc3O)cc1CO2 | -2.5 | 3.2 | -1.8 | -42.0 | -1.7 | -1.8 | -36.4 | -4.0 | 0.0 | x | -2.4
O=C(COc1ccc(OCc2ccccc2)cc1)NN=C1CCCC1 | -1.6 | 12.8 | -1.8 | 1.5 | -1.8 | 0.2 | 3.5 | -2.9 | -0.3 | -0.7 | 1.4
O=C(Nc1cc(Cl)ccc1N1CCOCC1)c1ccc2c(c1)OCCO2 | -2.3 | -2.4 | -4.2 | -4.5 | -1.5 | -0.6 | 0.9 | 7.3 | -1.2 | 1.2 | 0.9
COc1cccc2sc(=NC(=O)CCS(=O)(=O)c3ccc(C)cc3)n(C)c12 | 1.9 | 3.5 | -2.4 | -6.0 | -1.1 | 2.3 | -0.2 | 5.2 | 0.0 | -0.3 | 1.1
O=C1C2C3C=CC(CC3)C2C(=O)N1c1ccc(Br)cc1[N+](=O)[O-] (stereo not drawn) | -0.7 | -2.4 | -1.4 | 4.1 | -0.9 | 1.6 | 3.6 | 1.7 | 0.4 | 0.5 | -1.8
O=C(CN1CCN(c2nc(-c3ccc(Cl)cc3)cs2)CC1)NCc1ccco1 | -2.4 | -5.6 | -1.4 | -26.1 | -2.2 | 0.1 | -16.4 | -1.1 | -1.7 | -1.2 | -5.5

Next section (three carried over from the part before).
SMILES | hcDAF-12 act | MBD2 DNA inh | ADAM17 inh | PLCb3 inh | ssDAF-12 act | hgDAF-12 ag | PLC-gamma1 inh | Rev-erbA mod | DAX1 inh-1 | DAX1 inh-2 | SMARCA2 activ
COc1cccc2sc(=NC(=O)CCS(=O)(=O)c3ccc(C)cc3)n(C)c12 | 1.9 | 3.5 | -2.4 | -6.0 | -1.1 | 2.3 | -0.2 | 5.2 | 0.0 | -0.3 | 1.1
O=C1C2C3C=CC(CC3)C2C(=O)N1c1ccc(Br)cc1[N+](=O)[O-] (stereo not drawn) | -0.7 | -2.4 | -1.4 | 4.1 | -0.9 | 1.6 | 3.6 | 1.7 | 0.4 | 0.5 | -1.8
O=C(CN1CCN(c2nc(-c3ccc(Cl)cc3)cs2)CC1)NCc1ccco1 | -2.4 | -5.6 | -1.4 | -26.1 | -2.2 | 0.1 | -16.4 | -1.1 | -1.7 | -1.2 | -5.5
CCOC(CNC(=O)CN1C(=O)COc2ccc(S(=O)(=O)N3CC(C)CC(C)C3)cc21)OCC (stereo not drawn) | -2.2 | -2.5 | 1.4 | 6.5 | -0.1 | 1.3 | 5.5 | -3.3 | 0.4 | 3.7 | 0.3
C=CCC(NCc1ccccc1)c1ccc(C)o1 (stereo not drawn) | -2.3 | 2.1 | -2.2 | 0.6 | -1.2 | -1.0 | 2.5 | -2.7 | -0.4 | -0.6 | 0.3
Cc1c(C(=O)NC(=S)Nc2ccc3c4c(cccc24)CC3)cccc1[N+](=O)[O-] | -0.9 | -0.8 | 0.7 | 5.2 | -1.2 | -2.8 | 6.5 | 12.1 | -0.2 | 0.0 | 0.4
O=C(Nc1cccc(C(=O)Nc2cccc(C(F)(F)F)c2)c1)c1ccc(=O)[nH]c1 | -1.1 | 4.0 | -5.2 | -10.1 | -1.2 | -1.6 | 3.8 | 6.3 | -0.1 | -0.5 | -3.0
O=C(N/N=C/c1ccc(O)c([N+](=O)[O-])c1)C(O)(c1ccccc1)c1ccccc1 | -1.9 | -7.1 | 4.9 | 0.4 | -1.3 | -0.8 | 9.3 | 1.1 | 0.2 | 0.2 | -4.8
O=C1CCC(=O)N1c1ccc(CSc2nnnn2C2CCCCC2)cc1 | -0.1 | 1.5 | 1.0 | 0.6 | -1.0 | 0.3 | 3.8 | -0.2 | 0.4 | -0.4 | -0.2
CCC(=O)N1Cc2cc(C(=O)NCC(F)(F)F)nc(-c3cccc(-c4cncnc4)c3)c2[C@H]1CCO | 4.7 | 13.7* | -0.2 | -0.1 | -0.1 | 5.3 | 9.2 | -2.8 | 3.1 | x | -3.6
C[C@H](NC(=O)c1ccc(Cl)c(S(=O)(=O)N2CCOCC2)c1)c1nc2ccccc2[nH]1 | 1.0 | 4.0 | -4.5 | -6.1 | -0.6 | 2.8 | -0.5 | -6.7 | -1.1 | 0.5 | -0.5
CN(C)C(=O)c1ccc(NC(=O)COC(=O)CC23CC4CC(CC(Br)(C4)C2)C3)cc1 | 2.6 | -4.2 | -0.2 | -0.3 | -1.2 | 0.6 | 0.2 | 3.0 | -0.6 | 2.0 | -0.9
Cc1noc(C)c1S(=O)(=O)N1CCCC(C(=O)NC2CCCCC2)C1 (stereo not drawn) | 0.6 | 2.4 | 1.7 | 8.3 | -1.6 | -0.1 | 7.4 | -0.5 | -0.2 | -0.8 | -2.4
CC1(c2nnc(-c3ccccc3)o2)CC(c2ccc(F)cc2)=NO1 (stereo not drawn) | -1.5 | -6.5 | 1.3 | 0.5 | -1.4 | -1.1 | 0.9 | -4.7 | -0.6 | -0.1 | -1.0
COc1cccc(COC(=O)C2CCN(C(=O)c3ccc(F)cc3)CC2)c1OC | -0.8 | -6.2 | 0.4 | -5.0 | -1.1 | 1.5 | -4.1 | 6.9 | -0.6 | -1.5 | -0.7
CCCc1nnc(NC(=O)CCC(=O)N2CCN(c3ccccc3)CC2)s1 | -1.1 | 4.5 | 1.3 | -5.6 | -0.8 | -0.9 | -26.2 | -6.0 | -0.5 | 0.3 | -3.4
COCCNC(=O)Cn1cnc2ccc(S(=O)(=O)N3CCC(C)CC3)cc2c1=O | -0.1 | 5.5 | -3.0 | 1.6 | -1.0 | -1.4 | 2.1 | 2.2 | -0.7 | 0.5 | -0.9

From PubChem BioAssay
